KCNK3 inh: human KCNK3 channel inhibitors, primary screen, CHO cells, FluxOR thallium flux, B-score | FluxOR fluorescence; hits give low values | Potassium channel subfamily K member 3 (Homo sapiens), O14649 | AID 602410, 2012 | 340,000 tested, 0.84% active | B-score at 10 µM;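 active = B-score under library mean minus 4 SD, starting fluorescence ratio at most library mean plus 5 SD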;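 also: more negative B-score means stronger inhibition of thallium flux through KCNK3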
Target sequence (O14649 whole entry, looked up): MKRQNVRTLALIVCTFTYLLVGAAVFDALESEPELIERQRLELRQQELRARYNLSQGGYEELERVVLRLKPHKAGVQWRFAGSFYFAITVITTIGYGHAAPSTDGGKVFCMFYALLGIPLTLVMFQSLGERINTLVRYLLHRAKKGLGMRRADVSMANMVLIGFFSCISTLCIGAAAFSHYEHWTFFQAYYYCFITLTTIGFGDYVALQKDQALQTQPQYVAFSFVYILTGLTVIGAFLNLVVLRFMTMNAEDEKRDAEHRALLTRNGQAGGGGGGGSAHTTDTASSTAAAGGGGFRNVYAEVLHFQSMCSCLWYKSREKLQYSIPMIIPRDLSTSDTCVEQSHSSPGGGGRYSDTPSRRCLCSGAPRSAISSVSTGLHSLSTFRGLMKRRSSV
Active calls of the source: *; i = inactive.

KCNK3 inh	SMILES
i	C#CCOCCOCCOCCNc1nc(N2CCN(C(=O)[C@H](CO)n3cc([C@@H](N)C(C)C)nn3)CC2)nc(N2CCN(C(=O)[C@H](CCC(=O)O)n3cc([C@@H](N)[C@H](C)CC)nn3)CC2)n1
i	Cc1nc(SCc2nc3c(C)cccc3[nH]2)c2oc3ccccc3c2n1
i	CCOC(=O)c1c(C)[nH]c(C(=O)COC(=O)C2CC2)c1C
i	C=C(C)COC(=O)C1CC2OC2CC1C(=O)OCC(=C)C (stereo not drawn)
i	O=C(C[C@H]1C[C@H](C(=O)N2CCOCC2)[C@@]2(CCC3CCCC3)c3[nH]c4cc(-c5ccco5)ccc4c3CCN2C1=O)NCCN1CCOCC1
i	CC(=O)c1sc(NC(=O)CSCc2c(C)noc2C)nc1-c1ccccc1
i	CC1CCC(NC(=O)CN2C(=O)NC3(CCCCC3C)C2=O)CC1 (stereo not drawn)
i	O=C(COC(=O)C1=COCCO1)Nc1ccc(Cl)cn1
i	O=C(CN1C(=O)NC2(CCOc3ccccc32)C1=O)Nc1ccc(Br)cc1F (stereo not drawn)
i	CCn1c(CN2CCCCC2)nc2cc(S(=O)(=O)N3CCCCC3)ccc21
i	CCOC(=O)C1=CN(Cc2cccc(F)c2)S(=O)(=O)N(C)C1c1ccc(C(F)(F)F)cc1 (stereo not drawn)
i	N#CC(Cc1cc2ccccc2n1S(=O)(=O)c1ccccc1)OCc1ccccc1 (stereo not drawn)
i	O=C(COc1cc(F)ccc1[N+](=O)[O-])Nc1ccc2c(c1)OCO2
i	O=C(c1cc(S(=O)(=O)N2CCOCC2)ccc1F)N1CCc2ccccc21
i	Cc1ccc(NC(=O)Cn2c(=O)cnc3ccccc32)cc1S(=O)(=O)N1CCOCC1
i	CN(CC(=O)Nc1ccccc1C(=O)NC1CC1)Cc1cccs1
i	CCC(=O)c1ccc(OCC(=O)Nc2ccccc2N2CCOCC2)cc1
i	COc1cccc(CC(=O)OCC(=O)NC2CCCC2)c1
i	CN1C(=O)N(CC(=O)N2CCN(S(=O)(=O)/C=C/c3ccccc3)CC2)C(=O)C12CCCCC2
i	COc1ccc(CN2CCN(C(=O)c3cc(C4CC4)nn3-c3ccccc3)CC2)cc1F
i	COCCN1CCC(CO)C1 (stereo not drawn)
i	COc1ccc(OC)c(NC(=O)COC(=O)CN2C(=O)NC3(CCCC3)C2=O)c1
i	CCN(C(=O)c1cccc(S(=O)(=O)N2CCc3ccccc32)c1)C1CCS(=O)(=O)C1 (stereo not drawn)
i	Cc1cn(CC(=O)NCCCc2ccccc2)c(=O)[nH]c1=O
i	CCN(CC)CCNC(=O)c1ccc(NC(=O)c2cc(S(=O)(=O)N3CCCCC3)ccc2N2CCOCC2)cc1
i	COCCn1c(C)cc(C(=O)COC(=O)/C=C/c2ccc(OC)cc2OC)c1C
i	Cc1nn(C)c(C)c1NS(=O)(=O)c1c(C)n[nH]c1C
i	C[C@@H](O)C(C(=O)N1CCNCC1)n1cc([C@@H](N)CCCCN)nn1 (stereo partly drawn)
i	Cc1ccc([C@@H]2CC=C(C(=O)O)[C@H](c3cccc(F)c3)N2S(=O)(=O)c2ccccc2C)cc1
i	CCc1ccc(N2CC(C(=O)Nc3ccc4c(c3)OCO4)CC2=O)cc1 (stereo not drawn)

A second format for 3 compounds above:
smiles: COCCN1CCC(CO)C1 (stereo not drawn)
  KCNK3 inh: i
smiles: COc1ccc(OC)c(NC(=O)COC(=O)CN2C(=O)NC3(CCCC3)C2=O)c1
  KCNK3 inh: i
smiles: CCN(C(=O)c1cccc(S(=O)(=O)N2CCc3ccccc32)c1)C1CCS(=O)(=O)C1 (stereo not drawn)
  KCNK3 inh: i

Rewritten as a markdown table: entries from further up
| smiles | KCNK3 inh |
| --- | --- |
| Cc1nn(C)c(C)c1NS(=O)(=O)c1c(C)n[nH]c1C | i |
| CCn1c(CN2CCCCC2)nc2cc(S(=O)(=O)N3CCCCC3)ccc21 | i |

The listing picks up; the 3 compounds before the break are reprinted first.
KCNK3 inh	SMILES
i	C[C@@H](O)C(C(=O)N1CCNCC1)n1cc([C@@H](N)CCCCN)nn1 (stereo partly drawn)
i	Cc1ccc([C@@H]2CC=C(C(=O)O)[C@H](c3cccc(F)c3)N2S(=O)(=O)c2ccccc2C)cc1
i	CCc1ccc(N2CC(C(=O)Nc3ccc4c(c3)OCO4)CC2=O)cc1 (stereo not drawn)
i	COc1ccc(N2CCN(C(=O)COC(=O)[C@@H](NC(=O)c3ccccc3Cl)C(C)C)CC2)cc1
i	C=CCNc1cc(F)ccc1S(=O)(=O)NCC=C
i	COc1cccc(NC(=O)CSc2nnc(C3CCCCC3)n2N)c1
i	CC[C@@H]1C/C=C\Cc2ccccc2[C@@H](C(=O)C[C@H](O)CC(C)=O)OC1=O
i	CCOc1ccc(NC(=O)COc2ccc(S(=O)(=O)N3CCOCC3)cc2)cc1
i	O=C(/C=C/c1ccc(Cl)cc1)Nc1cc(S(=O)(=O)N2CCOCC2)ccc1N1CCOCC1
i	CCN(Cc1nc2cc(Cl)ccc2c(=O)[nH]1)C(=O)COc1ccccc1Cc1ccccc1
i	CC(C)Cn1c(N)c(C(=O)COC(=O)c2ccccc2C(=O)c2ccccc2)c(=O)n(C)c1=O
i	COc1ccc(C(=O)Nc2cccc(C)n2)cc1S(=O)(=O)N1CCCc2ccccc21
i	O=C(COc1ccc([N+](=O)[O-])cc1Cl)Nc1ccc2[nH]c(=O)[nH]c2c1
i	COc1ccc(C)cc1NC(=O)COC(=O)c1c(C)nn(-c2ccccc2)c1C
i	Cc1noc(C)c1S(=O)(=O)N1CCC(C(=O)O)CC1
i	CCOc1ccc(CCN2C(=S)N([C@@H](CC(C)C)CN3CCCC3CN3C(=S)NC[C@@H]3CC(C)C)C[C@@H]2CC(C)C)cc1 (stereo partly drawn)
i	CC1CCCC(NC(=O)CSc2ncnc3ccccc23)C1C (stereo not drawn)
i	Cc1cc(C)n2nc(C(=O)OCC(=O)Nc3ccc(C)c(F)c3)nc2n1
i	CC1CCN(C(=O)C(C)OC(=O)CSc2ccc([N+](=O)[O-])cc2)CC1 (stereo not drawn)
-11*	CCOC(=O)c1cc2c(=Cc3ccc(N(C)C)cc3)c3ccccc3n2[n+]1C
i	CCc1noc(C)c1C(=O)OC(C)C(=O)NCc1ccc(OC)cc1 (stereo not drawn)
i	CCN(C(=O)COc1ccccc1C(=O)NCc1ccccc1)C1CCS(=O)(=O)C1 (stereo not drawn)
i	CN(C)C(CNC(=O)c1cccc(S(=O)(=O)Nc2ccccc2Cl)c1)c1ccco1 (stereo not drawn)
i	Cc1ccccc1C(=O)OC(C)C(=O)NCc1ccc2c(c1)OCO2 (stereo not drawn)
i	O=C(COC(=O)CCC(=O)c1cccs1)NC1CCCCC1
i	Nc1nc(COC(=O)C2CCN(C(=O)c3ccc(Cl)cc3)CC2)nc(Nc2ccccc2)n1
i	O=C(CSc1ncnc2sc3c(c12)CCCC3)NC1CCS(=O)(=O)C1 (stereo not drawn)
i	CCC(C(=O)Nc1ccc(S(=O)(=O)N(C)C2CCN(C)CC2)cc1)c1ccccc1 (stereo not drawn)
i	O=C(COc1ccc(S(=O)(=O)N2CCOCC2)cc1)NC1CCCCC1
i	Oc1ccc(C[C@H]2CNC(=S)N2CC2CCCN2C[C@H](Cc2ccc(O)cc2)N2C[C@H](Cc3ccc(O)cc3)N(CC3CCCCC3)C2=S)cc1 (stereo partly drawn)
i	NC(=O)c1ccc(NC(=O)COC(=O)/C=C/c2ccc(Br)o2)cc1
i	COc1ccc(NS(=O)(=O)c2cccc(C(=O)NN=Cc3ccc(O)c(OC)c3)c2)cc1
i	O=C(CN1c2cccc3cccc(c23)S1(=O)=O)NC1CCCCC1
i	O=C(c1ccccc1)c1ccc[nH]1
i	CCOC(=O)C1=CN(Cc2cccc(F)c2)S(=O)(=O)N(C)C1c1cccc(OC)c1 (stereo not drawn)
i	Cc1ccc(S(=O)(=O)N2CCOCC2)cc1NC(=O)CN1CCN(C)CC1
i	CN(CC(=O)Nc1cccc(F)c1)CC(=O)Nc1cc(S(=O)(=O)N2CCOCC2)ccc1Cl
i	Cc1cccc(C(=O)OCC(=O)c2ccc3c(c2)OCCO3)c1O
i	CC(=O)c1ccc(S(=O)(=O)N2CCN(CC(=O)Nc3ccccc3C(=O)NC3CC3)CC2)cc1
i	COc1ccc(CNC(=O)C[C@H]2C[C@H](C(=O)N3CCCCC3)[C@@]3(CCc4ccccc4)c4[nH]c5ccc(Cl)cc5c4CCN3C2=O)cc1OC
i	COc1cc(NC(=O)CSc2nnc3ccccn23)cc(OC)c1
i	O=C(CN1C(=O)NC(c2ccccc2)(c2ccccc2)C1=O)N1CCOCC1
i	CCN1C(=NCc2cc(OC)c(OC)c(OC)c2)N[C@@H](c2cccc(C(F)(F)F)c2)C(C(=O)OC)=C1C
i	NC(=O)c1ccc(NC(=O)CNC(=O)c2sc3ccccc3c2Cl)cc1
i	CN(C)c1ccc(C(=O)Nc2cccc(S(=O)(=O)NC3=NCCCCC3)c2)cc1
i	Cn1c(SCC(=O)NC(=O)NCc2ccccc2)nnc1C(F)(F)F
i	CCOC(=O)C1CCCN(C(=O)COc2ccc(C(=O)c3ccc(F)cc3)cc2)C1 (stereo not drawn)
i	O=C(COC(=O)c1ccc(OC(F)F)cc1)Nc1cccc(S(=O)(=O)NC2=NCCC2)c1
i	Cc1ccc(OCC(=O)c2c(N)n(C)c(=O)n(C)c2=O)c([N+](=O)[O-])n1
i	Cc1ccnc2nc(C(=O)OCC(=O)c3ccc(Cl)cc3)nn12
i	C[C@]12c3[nH]c4ccccc4c3CCN1C(=O)C(CC(=O)NCCc1ccccn1)C[C@@H]2C(=O)N1CCCCC1 (stereo partly drawn)
i	CC(C)C(NS(=O)(=O)c1cccs1)C(=O)N1CCC(C(N)=O)CC1 (stereo not drawn)
i	CCCCn1c(N)c(N(CCOC)C(=O)C2CC(=O)N(c3ccc(CC)cc3)C2)c(=O)[nH]c1=O (stereo not drawn)
-10*	CCCCCn1nc(C(=O)N2CCc3ccccc32)c2ccccc2c1=O
i	COc1ccccc1C(=O)NCC(=O)Nc1ccc2c(c1)CCC2
i	Cc1nnc(SCC(=O)c2ccc(Cl)cc2)n(N)c1=O
i	CC(C)C[C@H]1CNC(=O)C(=O)N1CC1CCN(CC2CCC(C(C)(C)C)CC2)CC1 (stereo partly drawn)
i	Nc1cccc(O)c1
i	COc1cc(NC(=O)COC(=O)CNC(=O)C2CCCCC2)cc(OC)c1
i	O=C(COC(=O)c1cc(S(=O)(=O)N2CCOCC2)c(Cl)cc1Cl)c1ccc[nH]1
i	COc1ccc(CCNC(=O)CN2C(=O)NC3(CCc4ccccc43)C2=O)cc1 (stereo not drawn)
i	Cc1ccc(/C=C/S(=O)(=O)NCCC(=O)NCc2ccc(F)cc2)cc1
i	O=C(NNc1c(F)c(F)cc(F)c1F)c1ccco1

Going on with the list:
KCNK3 inh	SMILES
i	COc1ccc(C(=O)NNC(=O)c2cc(C)nc3ccccc23)cc1
i	O=C(COC(=O)c1ccc(F)c(S(=O)(=O)N2CCOCC2)c1)NCc1ccccc1
i	CC(=O)N1C[C@H]2CON(C)[C@H]2C[C@H]1c1cccc(-c2ccccc2C)c1
i	NC(=O)Nc1ccc(C(=O)OCC(=O)NC2CCCc3ccccc32)cc1 (stereo not drawn)
i	Cn1c(=O)[nH]c2c(cnn2C)c1=O
i	Cc1c(C(=O)NC(=S)N(Cc2ccccc2)c2ccccn2)cccc1[N+](=O)[O-]
i	CC(C)(C)S(=O)(=O)N1Cc2ccc(CO)cc2[C@H]1CCO
i	O=C(COC(=O)c1ccc2ncsc2c1)NCc1ccc(Cl)cc1
i	COc1cccc(C(=O)OCC(=O)c2ccc(Br)s2)c1OC
i	O=C(Cc1ccc(S(=O)(=O)N2CCCCC2)cc1)NCc1ccc(Cl)cc1
i	CSCCC(NC(=O)c1ccccc1)C(=O)NNC(=O)c1ccccc1 (stereo not drawn)
i	COc1ccc(C(=O)NNC(=O)CSc2nnc3ccccn23)cc1OC
i	CN1OC[C@@H]2CN[C@H](c3cccc(-c4ccccc4)c3)C[C@@H]21
i	COc1cccc(-c2ccc3c(c2)C2CC3CCN2C(=O)c2ccc(Cl)cc2)c1 (stereo not drawn)
i	CC(C)C[C@@H](CN)NC(=O)c1nc[nH]c1C(=O)N[C@@H](CC(C)C)C(=O)CNC[C@H](C)NC(=O)c1nc[nH]c1C(=O)N[C@@H](CC(C)C)C(=O)O
i	COc1cc(OC)nc(/N=C/N(C)C)n1
i	CC1CC(C)CN(C(=O)COC(=O)c2ccc([N+](=O)[O-])o2)C1 (stereo not drawn)
i	CCN(C(=O)CSc1nc2cc(C(=O)O)ccc2c(=O)n1-c1ccccc1F)C1CCS(=O)(=O)C1 (stereo not drawn)
i	COc1ccccc1NS(=O)(=O)c1cc(NC(=O)Cc2n[nH]c(=O)c3ccccc23)ccc1Cl
i	Cc1cc(C(=O)OCC(=O)N2CC(C)OC(C)C2)c(C)n1-c1ccccc1 (stereo not drawn)
i	CC1CCCC(C)N1C(=O)COC(=O)c1ccc(S(=O)(=O)N(C)c2ccccc2)cc1 (stereo not drawn)
i	Cc1ccc(N(C)S(=O)(=O)c2cccc(C(=O)N3CCN(Cc4ccccc4)CC3)c2)cc1
i	S=C(NCCc1ccccc1)Nc1ncccn1
i	Cn1c(N)c(C(=O)CSc2nnc(C3CC3)n2N)c(=O)n(C)c1=O
i	Cc1cccc(NC(=O)c2ccc(S(=O)(=O)N(C)c3ccccc3)cc2)n1
i	N#Cc1ccc(NC(=O)NN2CCCCCC2)cc1
i	Cc1ccc(NC(=O)CN2CCCC2c2cccn2C)c(Br)c1 (stereo not drawn)

Gathered by group: the compounds so far containing a tert-butyl group (2)
KCNK3 inh	SMILES
i	CC(C)C[C@H]1CNC(=O)C(=O)N1CC1CCN(CC2CCC(C(C)(C)C)CC2)CC1 (stereo partly drawn)
i	CC(C)(C)S(=O)(=O)N1Cc2ccc(CO)cc2[C@H]1CCO

An excerpt; rates above refer to the full screens.
